# DAX1 inh-1 = inhibitors of human orphan nuclear receptor DAX1 (NR0B1) | P51843 | HEK293 Gal4-DAX1 luciferase reporter, luminescence | inhibition, % at 6.75 µM | hit rate 0.99% among 340,000 | AID 504766;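 active = inhibition above the mean over all tested compounds plus 3 SD, cut at about 4.2% in these data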;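 also: 0% = DAX1-transfected cells with DMSO and 100% = empty-vector control cells with DMSO; inhibition shows as a rise in luminescence from relieved DAX1 repression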
# PLCg1 inh = blocks human PLC-gamma1 enzyme activity. P19174. purified PLC-gamma1, fluorogenic substrate, fluorescence. inhibition, % at 12.2 µM. hit rate 0.84% among 370,000. AID 720700; in the data active = inhibition above about 9.5%
# Target sequence (P19174 whole entry, looked up): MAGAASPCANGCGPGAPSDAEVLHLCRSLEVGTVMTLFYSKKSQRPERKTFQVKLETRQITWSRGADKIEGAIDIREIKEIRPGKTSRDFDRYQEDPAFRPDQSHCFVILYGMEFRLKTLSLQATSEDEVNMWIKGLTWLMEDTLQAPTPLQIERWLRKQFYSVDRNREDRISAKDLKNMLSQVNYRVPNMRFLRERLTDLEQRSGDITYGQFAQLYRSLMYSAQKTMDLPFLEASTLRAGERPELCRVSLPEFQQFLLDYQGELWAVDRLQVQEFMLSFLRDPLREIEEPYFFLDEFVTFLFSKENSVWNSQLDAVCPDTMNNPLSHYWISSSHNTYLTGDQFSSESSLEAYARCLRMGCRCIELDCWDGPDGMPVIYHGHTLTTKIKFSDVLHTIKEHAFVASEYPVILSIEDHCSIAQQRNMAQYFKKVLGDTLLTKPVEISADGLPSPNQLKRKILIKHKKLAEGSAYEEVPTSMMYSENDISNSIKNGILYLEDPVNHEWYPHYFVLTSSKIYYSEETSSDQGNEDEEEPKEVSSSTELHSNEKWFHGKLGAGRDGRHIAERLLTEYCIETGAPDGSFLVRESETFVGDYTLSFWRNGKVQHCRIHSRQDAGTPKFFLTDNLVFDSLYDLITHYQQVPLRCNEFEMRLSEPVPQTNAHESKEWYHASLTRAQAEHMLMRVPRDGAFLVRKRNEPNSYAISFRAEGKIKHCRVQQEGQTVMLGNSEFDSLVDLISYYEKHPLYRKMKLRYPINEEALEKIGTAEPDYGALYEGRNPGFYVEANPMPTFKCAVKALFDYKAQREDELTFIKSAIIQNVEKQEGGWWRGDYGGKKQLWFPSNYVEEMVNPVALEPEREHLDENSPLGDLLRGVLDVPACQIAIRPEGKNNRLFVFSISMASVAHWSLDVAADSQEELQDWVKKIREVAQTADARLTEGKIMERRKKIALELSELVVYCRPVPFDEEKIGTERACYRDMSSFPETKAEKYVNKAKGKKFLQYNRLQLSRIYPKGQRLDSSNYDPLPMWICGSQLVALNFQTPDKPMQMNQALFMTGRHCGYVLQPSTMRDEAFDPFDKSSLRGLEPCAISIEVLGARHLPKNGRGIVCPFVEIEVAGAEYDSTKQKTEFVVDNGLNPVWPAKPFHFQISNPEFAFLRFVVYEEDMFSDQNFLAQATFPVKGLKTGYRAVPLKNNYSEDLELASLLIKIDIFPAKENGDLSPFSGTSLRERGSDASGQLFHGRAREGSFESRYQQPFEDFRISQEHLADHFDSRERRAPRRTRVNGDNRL
# sPLA2-III inh = Blocks human group III sPLA2 activity | QFRET BODIPY PC-A2 liposome hydrolysis, fluorescence | inhibition, % at 12.2 µM | hit rate 0.56% among 370,000;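 active = inhibition above mean plus 3 SD of compounds lying within the high and low control bounds, cut at about 19% in these data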;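 also: 0% = median of test compound wells and 100% = no enzyme DMSO wells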
# DAX1 inh-2 = inhibitors of DAX1 repression of SF-1 activated StAR promoter | HEK293T StAR-luciferase reporter, SF-1/DAX-1 repression relief | inhibition, % at 6.8 µM | hit rate 1.1% among 370,000 | AID 652010;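 active = inhibition above the mean over all tested compounds plus 3 SD, cut at about 3.6% in these data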;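 also: 0% = DAX-1 cells with DMSO and 100% = cells lacking DAX-1 with DMSO; higher inhibition means more luminescence from relief of DAX-1 repression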
# ssDAF12 agonist = activators of S. stercoralis DAF-12 nuclear receptor. HEK293 ssDAF-12/GRIP1 lit1-tk-luc reporter, luminescence; % of 3 µM dafachronic acid response. activation, % at 6.8 µM. hit rate 1% among 370,000. AID 652126;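 active = activation above the mean over all tested compounds plus 3 SD, cut at about 0.9% in these data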;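 also: 0% = DMSO-only wells and 100% = 3 µM delta7-dafachronic acid wells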
# ADAM17 inh = inhibits human ADAM17 | inhibition, % at 6.95 µM | P78536 | recombinant ADAM17, EDANS/DABCYL FRET peptide cleavage | hit rate 0.83% among 370,000 | AID 720648;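 active = inhibition above the mean of compounds lying between control limits plus 3 SD, set per campaign, cut at about 8.5% in these data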;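 also: 0% = DMSO-only wells as the low control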
# hgDAF-12 ag = activates the H. glycines DAF-12 receptor ligand-binding domain; HEK293 GAL4-hgDAF12 UAS-luciferase reporter, agonist luminescence; normalized to butyrate control; activation, % at 6.8 µM; hit rate 1.8% among 370,000;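 active = activation above a cutoff set at the mean of all screened compounds plus 3 SD, cut at about 10% in these data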;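 also: 0% = DMSO wells and 100% = sodium butyrate wells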
# hcDAF-12 act = H. contortus DAF-12 activation, primary screen; activation, % at 6.8 µM; AID 652067; hit rate 1.4% among 370,000; HEK293 hcDAF-12 lit1-tk-luc reporter, luminescence; 0% DMSO, 100% Δ7-dafachronic acid;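 active = activation above the mean of all tested compounds plus 3 SD, cut at about 5.5% in these data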;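 also: 100% = response to 3 µM Δ7-dafachronic acid high control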
# ADAM10 inh = inhibitors of human ADAM10 | O14672 | recombinant ADAM10, EDANS/DABCYL FRET peptide cleavage, 3 h | inhibition, % at 7 µM | hit rate 0.62% among 370,000 | AID 720582;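 active = inhibition above a per-campaign cutoff equal to the mean of compounds falling between control-based bounds plus 3 SD, cut at about 20% in these data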;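 also: 0% = DMSO wells while the 100% control is not disclosed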
# PLCb3 inh = PLC-beta3 (human) inhibition, primary screen; inhibition, % at 12.2 µM; Purified PLC-beta3, fluorogenic substrate, fluorescence; hit rate 0.18% among 370,000; in the data active = inhibition above about 11%;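 also: 0% = median of compound wells on plate and 100% = full blocker control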
# FXN GAA850 act = activators of GAA850 frataxin (FXN) promoter; AID 540364; hit rate 0.56% among 360,000; activation, % at 6 µM; HEK293 lucGAA850 FXN promoter luciferase reporter, 24 h; percent of 10 µM SAHA response;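 active = activation above the average of all compounds screened plus 3 SD, cutoff fixed separately per campaign, cut at about 7.5% in these data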;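 also: 0% = DMSO wells and 100% = 10 µM SAHA wells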
# An asterisk follows results filed as active; i = inactive; nt = not tested or not shown.
compound,DAX1 inh-1,PLCg1 inh,sPLA2-III inh,DAX1 inh-2,ssDAF12 agonist,ADAM17 inh,hgDAF-12 ag,hcDAF-12 act,ADAM10 inh,PLCb3 inh,FXN GAA850 act
Cc1nnc(NC(=O)c2nc(S(=O)(=O)Cc3ccccc3)ncc2Cl)s1,2.3,-5,4,5.6*,-1.0,3,1.9,-2.5,-3,-10,-5.6
COc1ccc(C2=NN(C(=O)COC(=O)c3ccc(NC(=O)CC#N)cc3)C(c3ccco3)C2)cc1 (stereo unspecified),-0.5,-23,-49,-1.9,-0.6,0,-2.1,-0.7,-12,-32,0.9
O=C(NCc1cccnc1)c1nn2cccnc2c1Cl,5.0*,-4,7,0.9,-1.4,-4,1.1,1.1,0,-11,2.2
COc1ccc(-n2c(/C=C(\C)O)nc(=O)c3c(C)cc(C)nc32)cc1,-0.3,-4,3,-0.5,-0.9,-1,-1.7,-2.2,1,-7,-1.0
O=C(NCCc1ccc2c(c1)OCCO2)c1cc2ccccc2o1,0.5,2,-6,-1.8,-0.8,7,0.7,-1.5,11,8,0.6
CCNC(=S)NNC(=O)c1ccc2ncccc2c1,0.2,0,3,0.4,-1.4,-5,2.9,-1.8,-3,-6,3.0
O=C1CCCN2N=C(SCC(=O)Nc3ccc([N+](=O)[O-])cc3)SC2=N1,0.3,0,3,-0.6,-1.1,-2,-1.2,0.5,-1,-6,-1.8
O=C(CN1CCN(c2ccccc2)CC1)NC(=O)NCc1ccco1,-1.8,11*,1,0.3,-1.1,3,-2.3,-2.1,5,1,-2.4
O=c1c2c(c(-c3ccccc3)nn1Cc1ccccc1)CCCC2,-0.6,-1,1,-0.6,-1.2,3,-4.6,-1.2,11,-5,1.3
CCCNC(=O)c1oc2ccc3c(c2c1C)C(O)CC(C)(C)O3 (stereo unspecified),-1.1,-20,4,-0.1,-0.8,-43,-3.0,-1.1,-91,-23,3.0
CN(CC1COc2ccccc2O1)C(=O)Cn1cc(C(F)(F)F)ccc1=O (stereo unspecified),0.8,7,5,0.1,-0.6,-2,3.6,0.7,-3,-4,-0.8
CCOC(=O)NC(=O)CSc1ccc(S(=O)(=O)N(C)C2CCCCC2)cn1,-0.8,-4,-12,-0.8,-0.7,-2,-1.9,0.7,-7,-9,-1.3
Cc1c(Br)c([N+](=O)[O-])nn1CC(=O)Nc1c(C)n(C)n(-c2ccccc2)c1=O,-1.5,2,1,-0.3,-1.2,-1,0.4,-1.2,7,6,0.5
Cc1nc2ccccc2nc1N1CCOCC1,0.8,3,6,0.2,-0.6,-3,-0.1,-1.8,1,-1,0.3
Cc1ccccc1Nc1nc2nonc2nc1N1CCOCC1,0.3,3,-6,-0.6,-1.7,1,-0.1,-0.3,0,2,-1.9
NC(=O)C1CCN(c2cc(Cl)nc(N)n2)CC1,-0.6,5,8,-0.7,-1.2,-5,3.0,-0.3,-3,1,-1.6
COc1ccc(-c2[nH]n(-c3ccc([N+](=O)[O-])cc3)c(=O)c2C=NCc2ccccc2)cc1,-1.3,-4,7,-0.3,-0.4,-4,0.1,-0.9,-13,-4,3.1
COc1c(Cl)c(=O)oc2ccc(Cl)cc12,0.3,-5,1,-1.2,-0.8,-4,0.0,-1.7,-14,-3,-0.7
Cc1ccccc1CN1CCC(Oc2ccc(C(=O)NCc3ccccn3)cc2)CC1,-0.5,-2,3,-1.9,-1.1,-2,0.2,-1.0,-2,-3,-0.5
O=C(CN(C(=O)CCC(=O)Nc1nccs1)c1ccc(F)c(Cl)c1)NCc1ccco1,1.0,6,-3,0.2,-0.9,3,1.8,-1.8,9,10,-2.3
COC(=O)[C@H](C(C)C)N(Cc1ccccc1)S(=O)(=O)CCNC1CCCC1,-0.5,2,-2,1.4,-0.5,-5,0.1,1.1,-12,0,-1.4
Cc1c(Br)ccc(NC(=O)CCN2C(=O)C3C4CCC(C4)C3C2=O)c1C (stereo unspecified),3.5,2,-2,-0.1,-0.5,-3,1.5,0.0,0,0,-0.5
CC(=O)Nc1ccc(S(=O)(=O)NC2=NCN(CCOC(=O)c3ccccc3)CN2)cc1,0.8,-4,4,-0.1,-0.7,-11,-1.5,-1.7,-13,-5,-1.1
Cn1c(N)c(C(=O)COC(=O)c2ccccc2C(=O)c2ccc(Cl)cc2)c(=O)n(C)c1=O,-1.3,4,-9,-1.4,-1.0,2,0.0,2.9,-5,4,-0.6
COc1cc2nc(CN3CCN(S(=O)(=O)c4ccc(Br)cc4)CC3)[nH]c(=O)c2cc1OC,2.0,-9,-3,-1.3,-1.4,-1,-2.4,-0.6,-6,-10,1.1
O=C(NC1CC1)c1ccc(COc2ccc(F)cc2)o1,0.7,2,0,-0.1,-1.3,-5,-0.3,-1.3,0,-3,-1.0
OCCCN=C1CCCc2c1[nH]c1ccc(Cl)cc21,1.9,-61,-2,0.0,-1.6,-39,1.7,0.0,-113,-75,2.6
CC(C)Sc1nnc(Cn2c(=O)sc3ccccc32)n1-c1ccccc1,2.8,2,-3,0.2,-0.7,-2,0.1,-1.8,-3,3,-0.9
OCc1ccccc1-c1cnc2cccnn12,nt,i,-7,0.9,-0.5,i,-2.4,-0.7,i,i,-1.5
Cc1nn(Cc2c(F)c(F)c(F)c(F)c2F)c(C)c1NC(=O)c1ccc(COc2ccc(Cl)cc2Cl)o1,-2.9,0,-21,-2.0,-2.2,11*,-3.7,-3.9,25*,2,1.1
CC(OC(=O)c1ccccc1C(=O)N(C)Cc1ccccc1)C(=O)NC1(C#N)CCCCC1 (stereo unspecified),0.6,3,1,-1.1,-1.5,-2,-0.7,-1.6,-4,-2,1.5
COc1ccccc1NC(=O)Cc1noc(CSc2nnc(C)s2)n1,0.6,-5,-8,-0.8,-0.6,-2,-0.6,-1.5,-6,-5,-0.6
Nc1ccc(C(=O)N2CCCC2)cc1CS(=O)(=O)c1ccc(Cl)cc1,-0.2,2,1,-0.6,-0.8,0,-1.6,-0.4,2,1,1.3
C/C(=N\NC(N)=O)C1CC(Cc2ccccc2)C(=O)O1 (stereo unspecified),-0.6,0,0,0.2,-1.7,-3,0.7,-0.7,-4,-6,4.0
Nc1ncnc(Nc2cccc(C(F)(F)F)c2)n1,0.7,5,3,-0.2,-1.7,-1,3.1,-1.8,7,2,2.3
COc1cc(C(=O)NCc2nnc(SCC(=O)N3CCCc4ccccc43)o2)cc(OC)c1OC,-1.1,1,-2,-0.4,-1.7,-2,2.6,-1.2,11,4,-2.5
COCCNC(=O)C(c1cccs1)N(Cc1ccccc1)C(=O)Cn1nnc2ccccc21 (stereo unspecified),0.1,3,0,0.7,-1.2,-3,-1.5,-1.4,-1,3,-0.7
N#CC1=C(N)Oc2nc(-c3ccccc3)[nH]c2C1c1cccnc1 (stereo unspecified),-0.2,-6,-4,-0.6,-1.3,-1,-1.1,0.6,4,-5,-2.3
COCCNc1oc(/C=C/c2ccccc2)nc1C#N,3.5,i,15,1.5,0.7,i,9.9,4.3,i,i,4.7
CCN(CC)CCc1nc(-c2ccccc2)no1,-0.8,11*,3,-0.1,-1.3,7,2.4,2.0,8,9,-0.7
Cc1ccc(C(=O)CN2CCC(NC(=O)C3CCCCC3)CC2)cc1,-0.5,-5,-4,-0.5,-0.9,-10,3.0,-0.4,5,-7,0.1
C[C@H]1CN([C@@H](C)CO)C(=O)Cc2cc(NC(=O)CCN3CCOCC3)ccc2O[C@@H]1CN(C)Cc1ccc(Oc2ccccc2)cc1,-0.5,-1,-32,2.7,-1.5,0,-2.5,-0.2,-1,-4,0.6
CCN(C(=O)CCC(=O)N(CC)c1ccccc1)c1ccccc1,-1.4,1,9,-0.6,-1.1,-4,1.2,0.3,-3,1,1.5
COc1ccc(C2CC(C(F)(F)F)n3nc(CO)c(Cl)c3N2)cc1OC (stereo unspecified),1.0,-3,6,-0.5,-1.9,-7,-0.3,-0.1,-2,0,0.9
CC(C)(C)OC(=O)NCCC(=O)N/N=C/c1ccc2ncccc2c1,-0.5,2,2,0.0,-1.0,-3,2.4,-2.0,-1,-3,2.3
O=C(Cc1ccc(Cl)cc1)Nc1cc(S(=O)(=O)N2CCOCC2)ccc1N1CCCC1,-0.3,0,-10,-0.2,-0.8,3,-4.8,0.2,6,0,1.1
O=C(Nc1ccc(S(=O)(=O)NCc2ccccc2)cc1)C1CCCCC1,0.0,-2,-8,-3.4,-1.6,-6,-2.6,-3.4,3,-8,1.3
CCOc1ccc(S(=O)(=O)Nc2cccc(OC)c2)cc1,-1.2,-1,-12,-1.4,-1.4,-2,-2.1,-2.5,5,0,-1.1
COC(=O)[C@]12C[C@H](CC(=O)N3CCCC3)C(=O)N(Cc3ccco3)C1=C[C@H](C(C)(C)C)O[C@@H]2C,nt,1,0,-1.1,-2.3,-1,-0.4,-1.2,1,2,nt
CCOC(=O)N1CCC(=NNC(=O)COc2ccc(C#N)cc2)CC1,-0.3,7,-1,0.2,-1.8,2,0.1,-1.3,2,1,-2.6
CCOC(=O)C1=CN(Cc2cccc(F)c2)S(=O)(=O)NC1c1cccc(OC)c1 (stereo unspecified),-1.2,-2,-17,-0.6,-1.3,-4,-0.5,-0.2,-3,1,-0.7
CCn1c(C(C)NC(=O)c2cccs2)n[nH]c1=S (stereo unspecified),1.3,-1,7,0.3,-1.2,-1,1.3,-2.1,-5,3,3.3
COc1ccccc1N1CC(C(=O)Nc2nnc(SCC(=O)NC(C)C)s2)CC1=O (stereo unspecified),0.4,3,-1,0.9,-0.9,-3,0.8,-1.1,-3,-5,0.3
CCOC(=O)[C@@]12CN(C(=O)OC(C)(C)C)CC=C1N(Cc1ccc(OC)cc1)C(=O)[C@H]2CC(=O)N1CCSCC1,nt,0,0,-0.9,-1.4,0,0.2,0.0,2,1,nt
COC(=O)[C@@H](c1ccccc1)N(C)S(=O)(=O)c1cccc(S(=O)(=O)N(C)[C@@H](C(=O)OC)c2ccccc2)c1,-3.7,2,-13,-0.6,-1.8,5,-1.1,-2.0,12,3,-5.6
Nc1nc2nc(-c3ccccc3)cc(C(F)(F)F)c2s1,-1.8,-17,-13,0.0,-1.3,-25,1.2,-1.7,-56,-33,3.0
O=C(NCCN1C(=O)C2C3C=CC(C3)C2C1=O)N1CCCCC1 (stereo unspecified),-1.2,0,15,0.6,-0.1,-6,-1.2,-2.9,-9,-2,1.8
CN(C)S(=O)(=O)N1CCN(S(=O)(=O)N(C)C)CC1,0.7,2,1,0.2,-1.3,-2,0.9,0.1,-5,-1,-1.3

# Bioassay records deposited in PubChem by The Scripps Research Institute Molecular Screening Center.
